# Bioassay records (PubChem)
# HGIII-sPLA2 inh – Blocks human group III sPLA2 activity; AID 743126; Q9NZ20; actives 0.56% (n = 370,000); inhibition, % at 12.2 µM; QFRET BODIPY PC-A2 liposome hydrolysis, fluorescence;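 active = inhibition above mean plus 3 SD of compounds lying within the high and low control bounds, cut at about 19% in these data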;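 also: 0% = median of test compound wells and 100% = no enzyme DMSO wells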
# SMARCA2 act – activators of SMARCA2 function | MG213 cells, MMTV-luciferase reporter, dexamethasone, overnight | actives 1% (n = 370,000) | activation, % at 9.1 µM; in the data active = activation above about 7.8%;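 also: 0% = vehicle wells and 100% = reference activator wells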
# hgDAF-12 ag – activates the H. glycines DAF-12 receptor ligand-binding domain | HEK293 GAL4-hgDAF12 UAS-luciferase reporter, agonist luminescence; normalized to butyrate control | actives 1.8% (n = 370,000) | activation, % at 6.8 µM;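 active = activation above a cutoff set at the mean of all screened compounds plus 3 SD, cut at about 10% in these data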;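 also: 0% = DMSO wells and 100% = sodium butyrate wells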
# hcDAF12 agonist – activators of H. contortus DAF-12 nuclear receptor; actives 1.4% (n = 370,000); HEK293 hcDAF-12 lit1-tk-luc reporter, luminescence; 0% DMSO, 100% Δ7-dafachronic acid; activation, % at 6.8 µM;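 active = activation above the mean of all tested compounds plus 3 SD, cut at about 5.5% in these data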;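 also: 100% = response to 3 µM Δ7-dafachronic acid high control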
# NPR1 activator – GC-A (human) enzyme activation. P16066. HEK293 GC-A cells, cGMP TR-FRET, EC30 ANP; 0% at EC30 ANP, 100% saturating ANP. activation, % at 10 µM. actives 0.14% (n = 370,000). AID 1671463; in the data active = activation above about 40%
# GC-B act – GC-B (human) receptor activation. actives 0.11% (n = 370,000). activation, % at 10 µM. P20594. HEK293-GC-B cells, CNP EC30, cGMP TR-FRET; 0% at EC30 CNP, 100% saturating CNP. AID 1920062;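 active = activation at 10 µM reaching about 35% in either raw or pattern-adjusted values, limit read from the data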
# Target sequence (P20594 whole entry, looked up): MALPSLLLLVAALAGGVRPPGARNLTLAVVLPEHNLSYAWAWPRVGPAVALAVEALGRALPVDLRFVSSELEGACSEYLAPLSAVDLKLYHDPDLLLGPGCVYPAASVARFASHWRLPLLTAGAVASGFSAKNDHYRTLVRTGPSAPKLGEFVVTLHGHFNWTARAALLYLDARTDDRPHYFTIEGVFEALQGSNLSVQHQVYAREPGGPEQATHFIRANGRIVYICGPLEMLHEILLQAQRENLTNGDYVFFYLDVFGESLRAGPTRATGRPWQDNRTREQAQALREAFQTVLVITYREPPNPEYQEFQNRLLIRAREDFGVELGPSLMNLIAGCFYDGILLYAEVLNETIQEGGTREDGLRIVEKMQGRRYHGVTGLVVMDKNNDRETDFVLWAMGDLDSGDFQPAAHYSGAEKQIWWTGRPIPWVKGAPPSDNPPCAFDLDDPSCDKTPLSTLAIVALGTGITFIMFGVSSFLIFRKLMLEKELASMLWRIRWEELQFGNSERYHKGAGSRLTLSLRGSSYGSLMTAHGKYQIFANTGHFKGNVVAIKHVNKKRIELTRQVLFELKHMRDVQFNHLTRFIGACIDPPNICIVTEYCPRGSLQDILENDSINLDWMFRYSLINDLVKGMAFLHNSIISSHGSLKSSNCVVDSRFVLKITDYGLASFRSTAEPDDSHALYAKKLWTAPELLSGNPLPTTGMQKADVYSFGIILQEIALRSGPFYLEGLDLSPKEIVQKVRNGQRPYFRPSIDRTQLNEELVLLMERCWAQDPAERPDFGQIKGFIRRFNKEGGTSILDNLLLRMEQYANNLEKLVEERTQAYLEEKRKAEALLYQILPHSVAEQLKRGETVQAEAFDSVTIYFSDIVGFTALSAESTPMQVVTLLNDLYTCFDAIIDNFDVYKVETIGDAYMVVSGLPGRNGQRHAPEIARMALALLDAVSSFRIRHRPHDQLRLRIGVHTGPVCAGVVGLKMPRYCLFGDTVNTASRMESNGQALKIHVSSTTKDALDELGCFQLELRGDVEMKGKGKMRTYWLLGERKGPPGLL
# DAX1 inh-1 – inhibits human nuclear receptor DAX1. HEK293 Gal4-DAX1 luciferase reporter, luminescence. inhibition, % at 6.75 µM. AID 504766. P51843. actives 0.99% (n = 340,000);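 active = inhibition above the mean over all tested compounds plus 3 SD, cut at about 4.2% in these data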;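 also: 0% = DAX1-transfected cells with DMSO and 100% = empty-vector control cells with DMSO; inhibition shows as a rise in luminescence from relieved DAX1 repression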
# DAX1 inh-2 – inhibitors of DAX1 repression of SF-1 activated StAR promoter; HEK293T StAR-luciferase reporter, SF-1/DAX-1 repression relief; inhibition, % at 6.8 µM; actives 1.1% (n = 370,000); AID 652010;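 active = inhibition above the mean over all tested compounds plus 3 SD, cut at about 3.6% in these data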;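 also: 0% = DAX-1 cells with DMSO and 100% = cells lacking DAX-1 with DMSO; higher inhibition means more luminescence from relief of DAX-1 repression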
# GAA850 FXN act – frataxin GAA850 promoter activation; HEK293 lucGAA850 FXN promoter luciferase reporter, 24 h; percent of 10 µM SAHA response; activation, % at 6 µM; actives 0.56% (n = 360,000);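 active = activation above the average of all compounds screened plus 3 SD, cutoff fixed separately per campaign, cut at about 7.5% in these data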;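 also: 0% = DMSO wells and 100% = 10 µM SAHA wells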
# ADAM10 inh – ADAM10 inhibition, QFRET primary screen. recombinant ADAM10, EDANS/DABCYL FRET peptide cleavage, 3 h. inhibition, % at 7 µM. actives 0.62% (n = 370,000);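 active = inhibition above a per-campaign cutoff equal to the mean of compounds falling between control-based bounds plus 3 SD, cut at about 20% in these data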;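 also: 0% = DMSO wells while the 100% control is not disclosed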
# ssDAF12 agonist – activators of S. stercoralis DAF-12 nuclear receptor | HEK293 ssDAF-12/GRIP1 lit1-tk-luc reporter, luminescence; % of 3 µM dafachronic acid response | activation, % at 6.8 µM | actives 1% (n = 370,000);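 active = activation above the mean over all tested compounds plus 3 SD, cut at about 0.9% in these data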;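 also: 0% = DMSO-only wells and 100% = 3 µM delta7-dafachronic acid wells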
# * = called active by the depositor; i = inactive; x = no result given.
SMILES,HGIII-sPLA2 inh,SMARCA2 act,hgDAF-12 ag,hcDAF12 agonist,NPR1 activator,GC-B act,DAX1 inh-1,DAX1 inh-2,GAA850 FXN act,ADAM10 inh,ssDAF12 agonist
CC(C)[C@H](NC(=O)N1CC(=O)Nc2ccccc21)C(=O)N[C@H](Cc1c[nH]c2ccccc12)C(=O)O,-55,-2,1.1,3.3,-1,0,4.0,1.4,-1.4,-20,1.6*
COC(=O)C1CN(Cc2cn(CCOC(C)=O)nn2)CCS(=O)(=O)N1Cc1ccccc1 (centres undefined),0,-1,1.8,0.1,4,-1,x,-0.2,x,2,-1.1
Cc1ccc(N2C(=O)c3ccccc3C2(O)c2ccccc2)cc1 (centres undefined),-1,-2,-2.4,1.6,-3,5,-0.5,0.6,-0.8,-8,-1.1
CCNC(=O)/C(C#N)=C/c1c(N2CCOCC2)nc2ccccn2c1=O,3,-1,0.2,1.6,4,0,-1.2,-0.5,0.6,i,-1.2
CNc1oc(Cc2cccc3ccccc23)nc1C#N,-1,-2,-2.9,-2.5,2,7,-0.6,-0.9,2.8,-2,-1.4
CCC(Oc1ccccc1F)C(=O)NCCN1CCOCC1 (centres undefined),2,1,0.2,-1.8,-7,1,2.0,-0.1,-1.0,0,0.2
COc1ccccc1C(=O)NNC(=O)c1ccc(Cl)cc1,-1,4,-0.8,4.1,0,-3,0.7,-0.2,1.6,4,-0.5
CN1C(=O)CC(Sc2ncccc2C(=O)O)C1=O (centres undefined),8,-2,-2.6,-0.5,2,0,1.8,0.3,2.8,1,-2.1
Cc1ccccc1OCc1nnc(SCC(=O)Nc2ccc(N3CCOCC3)cc2)n1C,3,0,0.4,0.6,-1,-4,-0.6,0.1,-0.8,4,-1.2
Cc1ccc(N2C(=O)CSC2c2cccnc2)cc1F (centres undefined),6,-5,-1.7,-0.9,1,7,-0.5,0.1,-2.7,11,-1.7
CCc1cc(C=NC2CCCCC2)c(O)s1,9,5,5.0,-0.6,-3,5,0.2,1.5,4.2,3,-1.1
CC(C)CCN1CCN(Cc2ccoc2)CC1CCO (centres undefined),5,3,-2.1,0.0,-3,-2,1.1,-0.3,1.9,5,-1.2
CCOC(=O)C1CCN(C(=O)COc2cccc3ccccc23)CC1,-4,3,1.9,1.3,1,0,3.6,0.3,0.5,12,-0.6
COc1cc(/C=C(\C#N)C(=O)NC2CCCCC2C)ccc1OS(=O)(=O)c1ccc(C)cc1 (centres undefined),1,2,0.9,2.1,6,1,-0.4,-0.6,2.5,4,-0.9
Cc1ccc(NC2CCCN(C(=O)CCn3nccc3C)C2)cc1C (centres undefined),5,-2,-0.7,0.2,-3,-2,0.1,-1.3,-0.2,-6,-1.0
COCCCNC(=O)C[C@H]1C[C@H](C(=O)N(C(C)C)C(C)C)[C@@]2(C)c3[nH]c4cc(CCC(=O)N(C)C)ccc4c3CCN2C1=O,-3,-1,3.2,-0.4,-3,2,-0.8,0.5,-1.1,-4,-1.4
CC(C)CCN1C(Nc2ccccc2)=NC[C@@H]1Cc1ccccc1,3,1,0.5,-1.4,-8,-7,0.3,-0.2,-0.9,2,-1.1
CCOC(=O)c1nnn(-c2nonc2N)c1COc1ccccc1,-14,0,-1.8,-0.4,-6,-8,1.7,-0.5,3.7,-3,-1.4
O=S(=O)(NCC(c1ccc2c(c1)OCO2)N1CCOCC1)c1ccccc1 (centres undefined),4,0,0.8,0.6,-2,-7,0.7,-0.1,1.4,-6,-1.2
O=c1[nH]c2ccc(Cl)cc2c(O)c1Cc1ccccc1,-2,-4,1.0,-2.4,2,1,-0.7,-0.1,0.7,-105,-0.9
CCNS(=O)(=O)c1ccc(-c2ccc(-n3cnnn3)cc2)cc1,-4,3,-3.1,0.1,0,-2,6.3*,-0.9,2.0,4,-0.6
COc1cc(CC(=O)NCc2ccc3c(c2)OCO3)cc(OC)c1OC,0,-2,-1.3,-2.2,3,-2,0.9,0.6,1.5,-2,-0.6
COc1ccc(CCC(=O)Nc2nc3c(s2)CN(C)CC3)cc1OC,-3,1,-1.4,-1.6,3,2,0.3,0.3,-3.2,-1,-0.9
Cc1cccc(N(C(=O)c2csnn2)C(C(=O)NC(C)(C)C)c2ccncc2)c1 (centres undefined),-5,2,-1.0,-1.6,-1,3,0.3,-0.7,-0.1,4,-1.7
O=C(COC(=O)CCc1nc2ccccc2n1-c1ccccc1)Nc1cccc(Cl)c1,5,-2,2.1,1.7,-10,-7,1.4,-0.2,-2.0,5,-0.7

# Entries of single compounds as entered above.
# CCC(Oc1ccccc1F)C(=O)NCCN1CCOCC1 (centres undefined) reads HGIII-sPLA2 inh = 2; SMARCA2 act = 1; hgDAF-12 ag = 0.2; hcDAF12 agonist = -1.8; NPR1 activator = -7; GC-B act = 1; DAX1 inh-1 = 2.0; DAX1 inh-2 = -0.1; GAA850 FXN act = -1.0; ADAM10 inh = 0; ssDAF12 agonist = 0.2
# CCOC(=O)C1CCN(C(=O)COc2cccc3ccccc23)CC1 reads HGIII-sPLA2 inh = -4; SMARCA2 act = 3; hgDAF-12 ag = 1.9; hcDAF12 agonist = 1.3; NPR1 activator = 1; GC-B act = 0; DAX1 inh-1 = 3.6; DAX1 inh-2 = 0.3; GAA850 FXN act = 0.5; ADAM10 inh = 12; ssDAF12 agonist = -0.6

# (continued)
SMILES,HGIII-sPLA2 inh,SMARCA2 act,hgDAF-12 ag,hcDAF12 agonist,NPR1 activator,GC-B act,DAX1 inh-1,DAX1 inh-2,GAA850 FXN act,ADAM10 inh,ssDAF12 agonist
O=S(=O)(c1ccccc1)N1CCc2ccccc21,-5,1,1.0,0.8,2,1,5.2*,-0.1,1.3,2,-1.4
C(=C/c1nccc2c1[nH]c1ccccc12)/c1ccc2c(c1)OCO2,-15,0,13*,2.0,6,10,-0.6,1.4,1.5,-80,-1.2
O=C(NCCN1CCOCC1)c1csc2c1CCCCC2,1,-1,1.7,-1.2,3,2,-1.0,0.6,1.8,3,-1.8
COc1cccc(NC(=O)COC(=O)C2=NN(c3ccccc3)C(=O)CC2)c1,-6,2,-0.5,1.0,-3,1,0.5,0.0,1.2,-5,-0.9
CC(=O)Nc1ccc(NC(=O)CSc2nnc(NC(=O)C3CC(=O)N(c4ccc(F)cc4)C3)s2)cc1 (centres undefined),3,0,2.4,0.3,3,2,0.1,-3.6,0.3,-3,-0.8
COc1ccc(CCNC(=O)CCS(=O)(=O)c2ccc3c(c2)CCN3C(C)=O)cc1OC,2,5,-2.2,-1.8,-5,-2,-0.1,1.2,1.4,2,-1.0
Cn1c(N)c(C(=O)COC(=O)C2CCCC2)c(=O)n(C)c1=O,-1,-3,0.1,-0.9,8,-2,1.1,0.2,-0.8,3,-2.5
O=C1NC[C@H](Cc2ccccc2)N(C[C@H]2CCCN2C[C@H](Cc2ccccc2)N2C[C@H](Cc3ccccc3)N(CC3CCCCC3)C(=O)C2=O)C1=O,6,-3,-2.3,-1.3,-2,-6,-0.4,3.6,1.7,15,-0.5
C=CCN(C(=O)c1csnn1)C(C(=O)NCc1ccc(F)cc1)c1sccc1C (centres undefined),1,8.0*,-1.1,-0.7,-5,-1,-1.0,0.1,3.0,-2,-1.1
CCCc1c(-c2ccccc2)ncn1Cc1ccccc1OC,-11,-3,0.9,-2.9,-4,0,x,-1.2,x,6,-1.1
O=C(NC(=S)Nc1cccc2c(O)cccc12)c1ccco1,5,0,-1.3,3.3,-5,-10,0.2,-1.2,-0.6,0,-0.8
CSC1=NC2(CCCCC2)CC12C=CC(=O)C=C2,6,-3,0.1,-0.8,1,4,-0.6,-0.4,1.0,-2,-1.5
O=C(O)c1cn(C2CC2)c2cc(N3CCN(S(=O)(=O)c4ccc5c(c4)OCCO5)CC3)c(F)cc2c1=O,0,-1,0.7,-0.2,-3,-7,-0.7,-0.8,1.1,-17,-1.3
CCOC(=O)c1nnc(-c2ccccc2)nc1NC,0,1,2.1,1.9,9,4,-0.2,0.4,1.0,0,-1.5
CC(C)C1N(C(=O)CN2CCCC2)CCN1S(=O)(=O)c1ccccc1 (centres undefined),6,1,0.8,0.0,-3,4,1.6,0.1,1.1,3,-0.9
CCn1nc(NC(=O)C2CCCO2)c2cc3cc(C)ccc3nc21 (centres undefined),3,0,7.0,2.4,3,-2,2.4,1.2,5.7,-220,0.0
Fc1ccccc1/C=N/n1cc(-c2ccccc2)[nH]c1=S,5,-1,5.8,2.1,-1,5,1.5,0.6,1.9,-28,-0.1
O=C(CN1CCCCC1)Nc1nnc(-c2ccccc2)s1,12,2,1.5,-0.1,5,3,2.0,0.8,0.4,-4,-0.7
O=C(Nc1ccncc1)c1ccc(S(=O)(=O)Nc2ccccc2)cc1,-11,-3,-3.5,-2.0,-5,-4,-1.4,-1.4,-1.1,8,-2.2
COc1cc(OC)cc(C(=O)NCC(=O)OCC(=O)Nc2ccc3c(c2)OCO3)c1,-4,-3,-1.9,-1.9,-2,-11,0.2,0.2,1.4,-1,-1.8
O=C(NCCN1CCOCC1)C(=O)NCC1OCCN1S(=O)(=O)c1ccc(Cl)cc1 (centres undefined),0,-4,0.8,-0.4,-2,3,1.8,-0.2,0.5,-4,-1.1
CC(=O)Nc1ccc(NC(=O)C(C)OC(=O)CC23CC4CC(CC(Br)(C4)C2)C3)cc1 (centres undefined),-4,2,4.4,-1.4,0,2,0.3,-0.1,-0.8,-11,-0.5
O=C(NC(=S)N1CCN(c2ccc(O)cc2)CC1)c1cccs1,14,-3,0.3,2.5,-9,-2,-1.0,-0.6,-0.5,17,-0.1
CCC(C(=O)OCc1csc(CC(=O)Nc2ccccc2C)n1)c1ccccc1 (centres undefined),-55,0,0.9,-1.1,2,1,0.1,1.0,-1.8,5,-0.9
Cc1ccc(C(=O)NCC(c2ccc(F)cc2)N2CCOCC2)cc1 (centres undefined),-4,2,3.7,-0.7,-6,-8,0.7,0.1,0.2,7,-1.4
SMILES,HGIII-sPLA2 inh,SMARCA2 act,hgDAF-12 ag,hcDAF12 agonist,NPR1 activator,GC-B act,DAX1 inh-1,DAX1 inh-2,GAA850 FXN act,ADAM10 inh,ssDAF12 agonist
COc1cccc(C(=O)OC(C)C(=O)Nc2ccc3c(c2)OCO3)c1 (centres undefined),-2,-1,-2.9,-1.5,-1,-2,0.7,-0.7,2.0,-1,-1.2
CCOC(=O)c1oc2cccc(OCC(O)CNC(C)C)c2c1C (centres undefined),1,-2,2.8,-2.0,5,4,0.8,-1.1,-1.1,-187,-1.0
Cc1cccc(-n2cc(-c3ccccc3)c3c(N4CCOCC4)ncnc32)c1,0,-3,-0.4,-1.6,-4,-3,-1.5,1.2,-4.3,-7,-2.4
Cc1ccc2occ(C(=O)c3ccco3)c(=O)c2c1,13,-1,7.6,0.2,3,0,0.2,0.7,2.2,-20,0.2
O=C(N/N=C\c1ccc(Oc2ccccc2)cc1)c1csnn1,-2,1,11*,1.3,0,-3,5.4*,1.9,4.8,-7,0.0
CCCc1cc(N2CCCC(C(=O)Nc3cc(Cl)ccc3OC)C2)n2ncnc2n1 (centres undefined),-6,-3,-1.6,-2.3,-1,-5,-0.2,-0.4,-0.8,-1,-1.4
CCOc1ccc(C(=O)NC2CCN(C(=O)Nc3ccccc3OC)CC2)cc1,-3,-2,0.0,-2.7,2,3,-0.6,-0.9,-2.2,-2,-1.1
COc1ccccc1N1C(=O)C2C3C=CC(C3)C2(C)C1=O (centres undefined),1,0,-0.3,-1.5,1,0,0.6,0.1,1.7,-1,-0.9
